Screening results: PubChem, National Center for Advancing Translational Sciences (NCATS)
ERG-DNA inh: ERG Ets/DNA interaction inhibition; actives 0.028% (n = 370,000); Potency, µM (titrated, usually from 76.9 µM), for the others: at the highest dose FP activity, negative = inhibition, usual class: inhibitors; P11308; fluorescence polarization, His-ERG Ets domain / labelled DNA; AID 624246; active = well fitted inhibition curve with a large enough effect in the polarisation, with a control signal flat; inconclusive = small, poorly fitted or top-dose-only effect, or effect the other way, or a change in a side signal; inactive = no such curve, though single readings can be large or run the other way; the % refers to the polarisation;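 also: polarization taken with two DNA probes labelled with fluorescein and Texas red; potency is read from the fitted curve at half-maximal effect; % of control where 0% means no effect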
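His-tagged ERG Ets domain (1 uM in the protein solution; 300mM KCl, 50mM Tris-HCl, 1mM EDTA, 1mM DTT, pH 7.5) received compound, then a probe mix of 5 nM fluorescein-DNA and 100nM Texas-615-DNA. Fluorescence polarization was read for both dyes.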
Apoferritin bind: binds horse apoferritin like a general anesthetic. actives 0.074% (n = 350,000). Potency, µM (doses to about 77.5 µM), inactives show top-dose activity change, negative = displacement, hits mostly inhibitors. P02791. apoferritin/1-aminoanthracene competitive binding, fluorescence; also: potency is read from the fitted curve at half-maximal effect; % is scaled to controls: 0 for no effect and ±100 for the full control effect; nearly all actives have a fitted effect of over 20% in size
Target sequence (P02791 2-175 limits assumed): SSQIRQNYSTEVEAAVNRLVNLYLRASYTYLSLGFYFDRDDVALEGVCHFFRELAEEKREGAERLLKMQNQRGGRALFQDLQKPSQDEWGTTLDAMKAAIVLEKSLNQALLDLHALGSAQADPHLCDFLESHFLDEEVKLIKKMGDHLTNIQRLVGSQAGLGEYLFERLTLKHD
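Read-out: endpoint 1-AMA fluorescence, excitation 380 nm and emission 535 nm, after compounds sit 10 min at room temperature with 10 uM horse-spleen apoferritin in 50% saturated 1-AMA/PBS. Values come from four-parameter Hill fits.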
ALOX12 inh: ALOX12 (human) lipoxygenase inhibition | P18054 | purified 12hLO, xylenol orange hydroperoxide absorbance | Potency, µM (series often up to 108 µM), inactives show at the highest dose activity change, negative = inhibition, actives largely listed as inhibitors | actives 1.1% (n = 580,000) | AID 1671190; also: potency is read from the fitted curve at half-maximal effect; % is scaled to controls: 0 for no effect and ±100 for the full control effect
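Hydroperoxide product was detected by ferrous iron/xylenol orange as the 573 to 405 nm absorbance ratio. Arachidonic acid at 40 uM (final) was turned over for 30 min at room temperature by 150 nM human 12hLO, pH 7.0 Hepes buffer, after 15 min compound preincubation.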
APEX1 inh: APE1 (human) endonuclease inhibition | P27695 | recombinant APE1, TAMRA/BHQ-2 abasic DNA cleavage fluorescence | Potency, µM (doses to about 65.8 µM), for inactives: at the highest dose activity change, negative = inhibition, most hits filed as inhibitors | actives 0.35% (n = 350,000);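 also: potency is read from the fitted curve at half-maximal effect; plate controls were vehicle for no effect and reference inhibitor for full effect; nearly all actives have a fitted effect of over 55% in size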
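0.75 nM APE1 + cpd, 15 min RT; start w/ 50 nM TAMRA/BHQ-2 THF-abasic dsDNA; kinetic fluor 525/598 nm ×3 reads @60 s; Δ(read3−read1); normalized to DMSO and NSC13755 control wells.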
Pol beta inh: inhibitors of human DNA polymerase beta. AID 485314. P06746. Potency, µM (series often up to 114 µM), inactives show at the highest dose activity change, negative = inhibition, usual class: inhibitors. Pol beta primer extension/strand displacement, fluorescence kinetic. actives 1.3% (n = 340,000); also: potency is read from the fitted curve at half-maximal effect; % is scaled to controls: 0 for no effect and ±100 for the full control effect
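Homogeneous kinetic assay of primer extension and strand displacement by 10 nM Pol beta, preincubated 15 min at room temperature with compound before 50 nM substrate (final) was added. Read at 0 and 10 min; four-parameter Hill fit.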
Pol kappa inh: blocks human DNA polymerase kappa activity; Q9UBT6; purified Pol kappa, fluorescent DNA synthesis assay, 10 min; Potency, µM (top dose mostly 107 µM), for the others: at the top dose activity, negative = inhibition, actives largely listed as inhibitors; actives 0.53% (n = 400,000); AID 588579; also: potency is read from the fitted curve at half-maximal effect; % is scaled to controls: 0 for no effect and ±100 for the full control effect
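Enzyme at 10 nM met test compounds for 15 min at room temperature. Substrate addition (50 nM final) began the reaction, which was monitored by fluorescence at 0 and 10 min.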
LDHA inh: inhibitors of human lactate dehydrogenase A. P00338. purified LDHA, NADH/diaphorase-resazurin fluorescence; hits give low values. activity change, % (values are at about 110 or 230 µM). actives 0.15% (n = 480,000). AID 1347041; in the data active = activity change below about -30%; inconclusive = mostly about -25% to -30%;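 also: plate controls were DMSO wells for no effect and wells without enzyme for full effect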
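Resorufin fluorescence (ex540/em590), read at 0 and 20 min after diaphorase/resazurin addition, reports the NADH left after a 5 min room-temperature reaction of 2 nM human LDH5 with 0.06 mM NADH and 0.2 mM pyruvate.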
RGS4 inhibitor: blocks human RGS4-accelerated GTP hydrolysis; actives 0.039% (n = 390,000); P49798; Potency, µM (top dose mostly 114 µM), for the others: at the top dose activity change, negative = inhibition, actives largely listed as inhibitors; Transcreener GDP fluorescence polarization, RGS4-accelerated GTP hydrolysis; also: potency is read from the fitted curve at half-maximal effect; % is scaled to controls: 0 for no effect and ±100 for the full control effect; nearly all actives have a fitted effect of over 75% in size; some results filed as inactive show a strong effect at the top dose
Target sequence (P49798 whole entry, looked up): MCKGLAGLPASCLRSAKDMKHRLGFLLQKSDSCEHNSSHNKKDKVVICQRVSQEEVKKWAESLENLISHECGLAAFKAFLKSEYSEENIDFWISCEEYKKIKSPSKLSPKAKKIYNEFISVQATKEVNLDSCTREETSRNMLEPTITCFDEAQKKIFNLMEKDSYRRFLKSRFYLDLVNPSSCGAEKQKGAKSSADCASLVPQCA
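MLSMR compounds (23 nl, pin-transferred) preincubated 10 min at room temperature with a 500nM (2x) first reagent, then RGS4 at 900nM (2x) plus Transcreener GDP mix added; fluorescence polarization (620/688 nm) read before and after 90 min at 30 °C.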
POLH inh: blocks human DNA polymerase eta activity; Q9Y253; recombinant Pol eta, fluorescent DNA replication assay; Potency, µM (doses to about 114 µM), inactives show at the top dose activity change, negative = inhibition, usual class: inhibitors; actives 1.2% (n = 390,000); AID 588591; also: potency is read from the fitted curve at half-maximal effect; % is scaled to controls: 0 for no effect and ±100 for the full control effect
Target sequence (Q9Y253 whole entry, looked up): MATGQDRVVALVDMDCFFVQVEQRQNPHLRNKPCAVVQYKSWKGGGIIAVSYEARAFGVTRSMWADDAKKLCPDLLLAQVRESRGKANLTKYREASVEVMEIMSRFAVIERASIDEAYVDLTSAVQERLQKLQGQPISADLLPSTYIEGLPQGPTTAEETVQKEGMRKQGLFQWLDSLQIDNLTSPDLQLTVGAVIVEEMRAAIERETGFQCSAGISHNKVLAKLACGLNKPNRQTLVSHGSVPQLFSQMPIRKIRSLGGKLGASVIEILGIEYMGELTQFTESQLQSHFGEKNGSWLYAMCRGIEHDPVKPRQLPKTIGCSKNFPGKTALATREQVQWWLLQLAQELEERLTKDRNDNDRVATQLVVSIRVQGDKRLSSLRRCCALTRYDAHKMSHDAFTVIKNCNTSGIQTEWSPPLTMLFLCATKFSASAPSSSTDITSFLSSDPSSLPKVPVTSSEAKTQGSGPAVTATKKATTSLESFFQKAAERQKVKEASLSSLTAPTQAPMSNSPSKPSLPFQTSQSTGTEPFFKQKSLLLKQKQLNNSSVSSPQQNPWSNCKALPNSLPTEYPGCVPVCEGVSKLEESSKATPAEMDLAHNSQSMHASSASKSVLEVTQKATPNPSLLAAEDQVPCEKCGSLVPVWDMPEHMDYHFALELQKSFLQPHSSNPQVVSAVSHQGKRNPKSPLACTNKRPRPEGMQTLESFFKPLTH
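Fluorescent replication assay: 50 nM final substrate added after a 15 min room-temperature compound preincubation with 10 nM enzyme. Signal taken at 0 min and again at 10 min.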
* marks the source's active call; other numbers are inactive results; ? = inconclusive; nt = no result given; [ ] = dose if it differs, or a comment. Unless noted, calls follow the shape of the dose curve; as a rule, active = well fitted curve in the direction sought with a large enough effect; inconclusive = small, poorly fitted or top-dose-only effect, or another doubt; inactive = no such curve, though single readings can be large; an effect the other way counts as inactive or inconclusive.

SMILES	ERG-DNA inh	Apoferritin bind	ALOX12 inh	APEX1 inh	Pol beta inh	Pol kappa inh	LDHA inh	RGS4 inhibitor	POLH inh
CCCCCCCc1c(C#N)c(N)[nH]c(=S)c1C#N	1%	-4%	?	0%	-26%	-4%	-8	-74%	-15%
C=CCNC(=O)c1cccc2c1C(=O)c1ccc(N3CCCC3)cc1S2(=O)=O	-1%	nt	-5%	-11%	nt	4%	-3	14%	-10%
CC1(C)CC(=O)C(c2c[nH]c3ccccc23)C(=O)C1	13%	-11%	?	2%	11%	-5%	-1	3%	-13%
COc1ccc(CN2C3CCCC2CC(NC(=O)/C=C/c2ccccc2)C3)cc1 (centres undefined)	3%	-9%	?	2%	2%	7%	-7	-4%	-19%
CNc1ccccc1C(C)(C)c1ccn[nH]1	17%	-11%	0%	4%	?	5%	-1	-2%	-4%
O=C(OC1CCOC1=O)c1cc(-c2cccs2)nc2ccccc12 (centres undefined)	-9%	142%[activator]	-20%	0%	-28%	-7%	-5	?	-5%
COc1ccc(C2NC(=O)C(C)S2)cc1 (centres undefined)	-2%	-13%	-22%	-2%	-2%	9%	5	-15%	-5%
C#CCSc1ncc(-c2ccccc2)cn1	2%	-21%	3%	1%	-8%	-1%	-1	3%	-11%
O=C(c1ccc2ccccc2c1)C1CCCN(C(=O)c2noc3c2CCCC3)C1 (centres undefined)	1%	-14%	34%[activator]	7%	7%	-3%	0	16%	-20%
C[C@@H]1CN([C@H](C)CO)C(=O)Cc2cc(NC(=O)Nc3ccccc3)ccc2O[C@@H]1CN(C)C(=O)Nc1ccc2c(c1)OCO2	-7%	nt	-8%	-10%	nt	-9%	6	2%	-9%
COc1ccc(OC)c(NC(=O)CSc2ccc(-c3cccnc3)nn2)c1	-9%	-13%	402%[activator]	-9%	36%	-4%	1	-5%	-12%
Cc1ccc(C(=O)OCC(=O)c2c[nH]c3ccccc23)cc1	3%	-2%	-10%	2%	15%	-1%	2	-11%	-3%
Cc1cccc(-c2nc(CS(=O)CC(=O)NCc3ccc(Cl)cc3)c(C)o2)c1 (centres undefined)	-6%	?	?	nt	5%	-1%	-4	-17%	-12%
O=C(c1ccco1)N1CCN(Cc2cccc(C(F)(F)F)c2)CC1	-1%	-6%	20%	-9%	-15%	0%	2	0%	-16%
Cc1cccc(Oc2nc3ccccn3c(=O)c2/C=C(\C#N)C(=O)NC2CCS(=O)(=O)C2)c1C (centres undefined)	5%	4%	?	-6%	19%	-2%	1	-25%	7%
COc1ccc(NC(=O)C(=O)NCC2CCCN2S(=O)(=O)c2ccc(C)cc2)cc1 (centres undefined)	3%	nt	4%	28%	nt	-12%	-3	1%	-16%
CCC(=O)c1ccc(N2CCN(S(=O)(=O)c3ccccc3)CC2)c(F)c1	-9%	-1%	-14%	1%	1%	10%	-5	-3%	-2%
COc1ccc(C(=O)Nc2nc(C)c(C)s2)cc1OC	2%	-9%	115%[activator]	5%	2%	-7%	3	-4%	-11%
CC(C)NC(=O)NC(=O)COC(=O)c1ccc([N+](=O)[O-])cc1Cl	-6%	-14%	-8%	0%	44%	3%	3	-5%	4%
CCOc1ccc(C(=O)NCC(=O)OCc2cc(C(C)=O)ccc2OC)cc1	0%	-3%	-13%	16%	0%	-11%	-5	-8%	0%
Cn1cc(S(=O)(=O)N2CCCCCC2)cc1C(=O)N1CCN(c2ccc(Cl)cc2)CC1	-1%	-6%	0%	nt	?	-9%[60.1 µM]	2	-4%	?
O=C(Nc1ccc(S(=O)(=O)N2CCCCC2)cc1)C1CCN(C(=O)c2ccc(F)cc2)CC1	6%	nt	?	-8%	nt	3%	-6	15%	-22%
COC(=O)C1=C(C)NC(=O)NC1c1ccc(N2CCC(c3ccccc3)=N2)cc1 (centres undefined)	6%	2%	-18%	-2%	-19%	-9%	-1	?	-28%
COc1ccccc1CNC(=O)c1cc2cc(S(=O)(=O)N3CCCCC3)ccc2n1C	-1%	4%	?	nt	?	-2%[60.1 µM]	-3	-6%	-13%
O=C(c1cnccn1)N1CCN(c2ccccc2)CC1	nt	-8%	1%	-1%	-1%	-1%	-3	4%	-18%
Additional records
SMILES	ERG-DNA inh	Apoferritin bind	ALOX12 inh	APEX1 inh	Pol beta inh	Pol kappa inh	LDHA inh	RGS4 inhibitor	POLH inh
CCOc1ccc(N(CC(=O)OC)S(=O)(=O)c2c(C)noc2C)cc1	7%	-8%	6%	2%	-4%	-1%	4	?	-22%
COC1CC(C)NC(=S)N1 (centres undefined)	1%	2%	?	20%	2%	-7%	0	-2%	-18%
CC(=O)OC(C)(C)C#CCN1CCCC1	nt	-10%	14%	3%	5%	-8%	-4	-2%	-7%
O=C(N/N=C/c1ccc2c(c1)OCO2)C1COc2ccccc2O1 (centres undefined)	nt	?	17%	1%	2%	-2%	-5	6%	5%
O=c1[nH]c(CSc2ncc(-c3ccc(F)cc3)n2Cc2ccco2)nc2ccccc12	6%	-23%	-3%	-2%	23%	-23%	1	-23%	-24%
O=C(CCC1CCCN(c2ncccn2)C1)NCc1ccc(F)c(F)c1 (centres undefined)	5%	-5%	-9%	-3%	5%	2%	-4	-12%	-6%
CC(C)CC(=O)Nc1nc2ccc(S(C)(=O)=O)cc2s1	-2%	-9%	-2%	0%	23%	-16%	-1	-12%	2%
CCN(C(=O)c1ccc(S(=O)(=O)N2CCOCC2)cc1)C1CCS(=O)(=O)C1 (centres undefined)	-6%	nt	-21%	0%	nt	1%	1	-6%	?
N#CCc1ccc(OC(=O)c2cccnc2)cc1	9%	-4%	0%	0%	27%	-10%	-3	-12%	-6%
CCn1ccnc1CN1CCC(CO)(CCOc2ccccc2)CC1	-1%	-4%	-4%	11%	33%	6%	-6	-1%	-14%
CCCn1c(N)c(C(=O)CSc2nnc(Cc3ccccc3)o2)c(=O)n(C)c1=O	1%	-14%	0%	2%	2%	-4%	-8	2%	-14%
CCCN1CCN(c2ncnc3sc(C(=O)Nc4cccc(Cl)c4C)c(C)c23)CC1	-3%	-13%	-15%	nt	-2%	-3%[60.1 µM]	-1	-3%	-13%
Cc1cc(OCC(=O)N2CCC(c3nc4ccccc4s3)CC2)ccc1Cl	1%	-9%	?	nt	-9%	-31%	-1	18%	-24%
Cc1cc(=O)n(C(NC(=O)c2ccccc2)C(=O)c2ccccc2)cn1 (centres undefined)	-6%	0%	1%	-6%	12%	3%	-6	7%	-8%
Cc1ccccc1C(=O)NC1CCN(C(=O)Nc2ccccc2Cl)CC1	6%	-3%	-1%	22%	14%	-6%	-9	20%	-1%
O=C(N/N=C/c1cc2c(cc1[N+](=O)[O-])OCO2)c1ccccn1	nt	nt	2%	nt	nt	-14%	6	-6%	-6%
O=C(C[C@@H]1C/C=C\C[C@H](NC(=O)OCC2c3ccccc3-c3ccccc32)C(=O)OC[C@H]2CCCN2C1=O)N[C@H](CO)Cc1ccccc1	9%	nt	?	-5%	nt	6%	2	-22%	-23%
CC(NC(=O)C(=O)N/N=C/c1ccc(Cl)cc1)c1ccccc1 (centres undefined)	0%	-4%	23%	-12%	0%	2%	-1	-14%	-9%
N#Cc1c(-c2ccccc2)nc(N2CCCCCC2)[nH]c1=O	7%	-9%	4%	0%	0%	-4%	2	-37%	-9%
O=C(NCc1ccccc1Br)C1CCCN(C(=O)N2CCOc3ccccc32)C1 (centres undefined)	1%	7%	-10%	nt	-1%	-2%	-14	-1%	0%
COc1ccc(OC)c(NC(=O)c2cc3c(s2)-c2ccccc2SC3)c1	-2%	32%[activator]	-3%	nt	?	-18%	-3	-21%	nt
O=C(COC(=O)COc1ccccc1Cc1ccccc1)Nc1cccnc1Cl	-19%	-15%	-19%	8%	0%	-7%	4	7%	-11%
Cc1ccc(C)c(NC(=S)c2nc3ccccc3s2)c1	1%	-8%	1%	2%	-1%	-8%[60.1 µM]	0	-32%[11.4 µM]	5%
COc1ccc(C)cc1Nc1nc2ccccc2c2nnc(C)n12	0%	4%	?	nt	-1%	0%	-11	12%	-7%
O=C(CSc1nnc2ccccn12)c1ccccc1	6%	-4%	-9%	-1%	1%	-1%	2	-33%	-7%
CCOc1ccc2nc(N/C(N)=N/C(=S)Nc3cccc(OC)c3)nc(C)c2c1	8%	1%	34%[activator]	-4%	16%	3%	-15	4%	-5%
O=C(CSc1nc2ccccc2nc1Cc1ccc(Cl)cc1)N1CCCCC1	1%	19%	?	nt	3%	-10%[60.1 µM]	-7	14%	-13%
CCCCOc1ccc(C(=O)Nc2onc3c2CCCC3)cc1	7%	-23%	-3%	nt	1%	2%	0	-5%	-26%
CCC(C)c1ccccc1OCCCCN1CCCC1 (centres undefined)	-2%	-10%	?	-2%	9%	-8%	-12	-22%	-4%
CCn1c(COc2ccc(C)cc2)nnc1SCc1nc2ccccc2[nH]1	0%	?	-5%	-7%	11%	-17%	2	-20%	-12%

One compound at a time (already shown):
Shown for CCOc1ccc(N(CC(=O)OC)S(=O)(=O)c2c(C)noc2C)cc1 → ERG-DNA inh: 7%; Apoferritin bind: -8%; ALOX12 inh: 6%; APEX1 inh: 2%; Pol beta inh: -4%; Pol kappa inh: -1%; LDHA inh: 4; RGS4 inhibitor: ?; POLH inh: -22%
Shown for COc1ccc(C)cc1Nc1nc2ccccc2c2nnc(C)n12 → ERG-DNA inh: 0%; Apoferritin bind: 4%; ALOX12 inh: ?; APEX1 inh: nt; Pol beta inh: -1%; Pol kappa inh: 0%; LDHA inh: -11; RGS4 inhibitor: 12%; POLH inh: -7%

This is a subset; the hit share may differ from the screen's.
